# High-throughput results deposited in PubChem BioAssay by The Scripps Research Institute Molecular Screening Center.
# SRC3 TRFRET art: TR-FRET artefact, counter-screen to PPARgamma/SRC-3 agonist assay; PPARgamma/SRC-3 format; active compounds read high; TR-FRET ratio at 8 µM; hit rate 0.39% among 99,000; AID 1048; in the data active = TR-FRET ratio above about 2000; also: inactives centre near 1600; reference of the scale not given here
# SRC1 TRFRET art: flags TR-FRET format artefacts in PPARgamma SRC-1 recruitment agonist screen | AID 1051 | TR-FRET detection artefact counter-screen, emission ratio; active compounds read high | TR-FRET ratio at 8 µM | hit rate 0.34% among 99,000; in the data active = TR-FRET ratio above about 2300; also: inactives centre near 1800; reference of the scale not given here
# * marks the source's active call; other numbers are inactive results. Not all compounds are listed; count on the stated rates, not on these rows.
# Each structure is followed by: SRC3 TRFRET art	SRC1 TRFRET art
- N/C(=N\OC(=O)COc1ccc2ccccc2c1Br)c1cccnc1
    1766	2331*
- COc1ccc(C2=NCCc3cc(OC)c(OC)cc32)cc1
    1651	2165
- Cc1c(Cl)c([N+](=O)[O-])nn1CCCC(=O)NCCc1ccccc1
    1435	1771
- CCS(=O)(=O)N1CCN(c2ccc([N+](=O)[O-])c(N3CCOCC3)c2)CC1
    1663	2056
- Cc1c(-n2c(-c3ccccc3Cl)n[nH]c2=S)c(=O)n(-c2ccccc2)n1C
    1673	1851
- CCOC(=O)C1/C(=N\O)CC(C)(O)C(C(=O)OCC)C1c1ccc(OC)c(OC)c1 (centres undefined)
    1524	2021
- O=C(Nc1cccnc1Cl)c1cc([N+](=O)[O-])ccc1Cl
    1478	1845
- CC(C)CN(CCCNC(=O)CN1C(=O)COc2ccc(S(=O)(=O)N3CCCC3)cc21)CC(C)C
    1581	1621
- Cc1cccc(/C=N\NC(=O)c2ccccc2-n2cccc2)c1
    1403	1969
- O=C(O)CN(C1CCCCC1)S(=O)(=O)c1ccc(F)cc1
    1589	1887
- CCN(CC)CCNC(=S)N1CCn2c(nc3ccccc32)C1
    1662	1634
- Cc1cc(=O)n2nc(N3CCC(C(=O)NCc4cccnc4)CC3)sc2n1
    1534	1778
- Nc1nc2ccccc2n1C(=O)c1ccco1
    1623	1838
- COc1ccc2c(c1)-c1nc(NC(=O)c3ccco3)sc1CC2
    1871	2088
- COC(=O)c1ccc(NC(=O)Nc2ccc(F)cc2F)cc1
    1527	1833
- C/C(=N/NC(=O)c1cc(O)c(O)c(O)c1)c1ccc([N+](=O)[O-])cc1
    1487	1703
- COc1ccc(CNc2ncnc3cc(OC)c(OC)cc23)cc1OC
    1857	1802
- Cc1ccc(C(C)C)c(OCc2ccc(C(=O)N/N=C/c3ccc(O)cc3O)cc2)c1
    1535	1827
- O=c1c(Cc2ccc(F)cc2)c(O)ccn1Cc1ccco1
    1417	1740
- CCOC(=O)c1sc(-c2ccccn2)nc1C
    1708	1830
- O=C(C1=C[C@H](c2ccc(C(F)(F)F)cc2)C[C@H](OCc2ccc(CO)cc2)O1)N1CCOCC1
    1458	1719
- Cc1cnc(NC(=O)Nc2ccc(Cl)cc2)s1
    1345	1590
- CCCCCCOc1ccc(NC(=O)CC2C(=O)N(CC)C(=S)N2Cc2ccco2)cc1 (centres undefined)
    1634	1777
- Cc1cccc(N2CCN(C(=O)c3ccc4c(c3)OCCO4)CC2)c1C
    1575	1742
- Cc1cccnc1Nc1ncnc(N)c1[N+](=O)[O-]
    1436	1659
- CSc1nsc(SCC(=O)Nc2nc3ccc(C)cc3s2)n1
    1571	1645
- CSc1nnc(-c2cccs2)n1C
    1544	2134
- CCCCN(C)CCNC(=O)c1nn(-c2ccc(OC)cc2)c(=O)c2c1c1ccccc1n2C
    1812	1956
- Cc1nn(C(=O)Cn2cc([N+](=O)[O-])cn2)c(C)c1Cl
    1406	1623
- CCC(C)n1c(SCC(=O)NCCc2ccc(S(N)(=O)=O)cc2)nc2ccsc2c1=O (centres undefined)
    1575	2075

# Record cards (already shown). Order of values: SRC3 TRFRET art | SRC1 TRFRET art
# O=c1c(Cc2ccc(F)cc2)c(O)ccn1Cc1ccco1 as listed: 1417 | 1740
# Cc1cccc(N2CCN(C(=O)c3ccc4c(c3)OCCO4)CC2)c1C as listed: 1575 | 1742
# Cc1cnc(NC(=O)Nc2ccc(Cl)cc2)s1 as listed: 1345 | 1590
# COc1ccc(CNc2ncnc3cc(OC)c(OC)cc23)cc1OC as listed: 1857 | 1802
# CCCCN(C)CCNC(=O)c1nn(-c2ccc(OC)cc2)c(=O)c2c1c1ccccc1n2C as listed: 1812 | 1956

# (cont.)
# Each structure is followed by: SRC3 TRFRET art	SRC1 TRFRET art
- CCOC(=O)C1=C(C)OC(N)=C(C#N)C1c1cc2c(cc1[N+](=O)[O-])OCO2 (centres undefined)
    1756	1761
- Cc1cc(C)nc(NC(=O)C(c2ccccc2)c2ccccc2)c1
    1361	1599
- O=C(COC(=O)C1CCN(/C=C/C(=O)C(F)(F)F)CC1)Nc1cccc(F)c1
    1749	1711
- CCN(CC(=O)Nc1c(F)cccc1F)C(=O)COc1ccc2c(C)cc(=O)oc2c1
    1508	1811
- Cc1ccccc1-n1c(O)c(/C=N/N2CCCCC2c2cccnc2)c(=O)[nH]c1=O (centres undefined)
    1641	1551
- COC(=O)Nc1nnc(COc2cccc(C)c2)s1
    1623	1914
- CCN1CCN(c2ncc(C(=O)Nc3cc(Cl)c(OC)cc3OC)c3ccccc23)CC1
    1330	1728
- CC(CCc1ccccc1)NC(=O)C(=O)NCCc1ccccc1 (centres undefined)
    1602	1845
- COc1ccccc1N=CC=C1OC(C)(C)C(C)(C)O1
    1441	1811
- Cn1cccc1CC(=O)NNC(=S)NC(=O)c1ccccc1Br
    1571	1796
- O=C(Cc1ccc([N+](=O)[O-])cc1)NCc1ccncc1
    1575	1712
- O=C(Nc1ccc(F)cc1F)N1CCCC(c2nc(-c3ccc(F)cc3)no2)C1 (centres undefined)
    1615	1722
- CN(C)S(=O)(=O)c1cccc(NC(=S)N/N=C/C(=O)c2ccccc2)c1
    1587	1926
- COc1ccc(-c2ncccc2OC(=O)C23CC4CC(CC(C4)C2)C3)cc1
    1602	1934
- OCCN(Cc1ccccc1)CC(O)COc1ccc(-c2ccccc2)cc1 (centres undefined)
    1689	1815
- CCCc1cc(=O)[nH]c(SCC(=O)Nc2cc(C)on2)n1
    1468	1681
- CCC(C(=O)NC(C)(C)C)N(C(=O)Cn1nnc(-c2ccccc2F)n1)c1cnc2ccccc2c1 (centres undefined)
    1544	1748
- COCCCn1c(=N)c(C(=O)NCC2CCCO2)cc2c(=O)n3cccc(C)c3nc21 (centres undefined)
    1387	1616
- COc1ccc(C2CC(c3ccccc3)=NN2C(=S)Nc2ccccc2)cc1 (centres undefined)
    2233*	2274
- CCC(=O)NC(=S)NNC(=O)c1ccccc1[N+](=O)[O-]
    1476	1748
- O=C(C1CC12CCCC2)N1CCC(CO)(Cc2ccccc2Cl)CC1 (centres undefined)
    1480	1551
- Cc1ncn(-c2ccc(C(=O)Oc3ccccc3)cn2)n1
    1558	1949
- COc1cc(C(=O)NNC2=CC(=O)CC(C)(C)C2)cc(OC)c1OC
    1837	1859
- COc1ccc(NC(=O)c2cc(SC)ccc2Cl)cc1
    1583	1755
- CCOC(=O)N1CCC(NC(=O)CN2C(=O)CCSc3ccccc32)CC1
    1557	1662
- O=C(NC1CCCCC1)c1ccc(CNc2nc(=S)[nH]c3ccccc23)cc1
    1487	1880
- CN(C(=O)COC(=O)CNC(=O)CNC(=O)c1ccc(Cl)cc1Cl)c1ccccc1
    1499	1817
- NNC(=O)c1ccc(N2CCc3ccccc32)c([N+](=O)[O-])c1
    1631	1724
- COc1ccc(N2CCCn3c2nc2c3c(=O)n(Cc3ccccc3)c(=O)n2C)c(OC)c1
    1664	1625
- CCc1nnc(NC(=O)c2ccc(NC(=O)C(C)C)cc2)s1
    1432	1731
- CS/C(=N\S(=O)(=O)c1cccs1)Nc1ccc(Cl)cc1
    1455	2067
- CCOC(=O)CSc1c(-c2ccccc2)c2cc(Cl)ccc2[nH]c1=O
    1622	1798
- CC(C)OC(=O)c1cc(NC(=O)c2nn(C)cc2Br)cc(C(=O)OC(C)C)c1
    1416	1658
- O=C(NCc1cccnc1)c1ccc(S(=O)(=O)N2CCCCCC2)cc1
    1558	1807
- O=C1NC(=O)/C(=C/c2ccccc2OCc2ccccc2)S1
    1769	1843
- CCOC(=O)C1=C(CNCCOc2ccc(OC)cc2)NC(=O)NC1c1ccc2c(c1)OCO2 (centres undefined)
    1401	1771
- COc1ccc(OC(C)C(=O)Nc2cccc(F)c2)cc1 (centres undefined)
    1294	1440
- CC(=O)Nc1cc(C(=O)NCc2ccco2)ccc1Sc1ccc(C)cc1
    1690	1766
- Cc1ccc(OCC(=O)Nc2cc(C)on2)c([N+](=O)[O-])n1
    1555	1506
- COC(=O)c1sccc1NC(=S)Nc1cc(C)cc(C)c1
    1840	1766
- COCCCNC(=S)Nc1ccccc1C
    1617	1599
- O=C(O/N=C(\c1ccccc1)c1ccncc1)c1ccccc1F
    1576	1799
- CCn1cc(C(=O)OCC(=O)c2ccccc2)c(=O)c2ccc(C)nc21
    1598	2071
- Cc1ccc(-c2csc(NC(=O)CSc3nc4ccccc4o3)n2)cc1
    1627	2151
- COC(=O)c1sc(NC(=O)/C=C/c2ccccc2Cl)nc1C
    1431	1743
- N#C/C(=C(/O)CN1CCOCC1)c1nc(-c2ccccc2)cs1
    1722	1809
- Cc1cccn2c(=O)c3cc(C(=O)NC4CCCC4)c(=N)n(C4CCCC4)c3nc12
    1391	1644
- COc1ccccc1C(=O)NNC(=O)c1ccccc1[N+](=O)[O-]
    1457	1993
- COCCN(C(=S)Nc1c(C)cc(C)cc1C)C(C)c1cccs1 (centres undefined)
    1578	1922
- COc1cc(OC)cc(C(=O)OCCNC(=O)Cn2cnc3c2c(=O)n(C)c(=O)n3C)c1
    1602	1993
- CN(C)/N=C/c1ccc(N2CCOCC2)cc1
    1727	2062
- CCC(C)C(NC(N)=O)C(=O)NC1CCC(C)CC1 (centres undefined)
    1877	1815
- Cc1cc(C)n2nc(SCC(=O)N3CCc4ccccc43)nc2n1
    1519	1653
- O=C(COC(=O)c1ccc(Cl)c(S(=O)(=O)N2CCCC2)c1)NC1CCCCC1
    1517	1714
- COc1ccc(OC)c(/C=C/C(=O)OCC(=O)c2c(N)n(C)c(=O)n(C)c2=O)c1
    1396	1647
- Cc1ccc(S(=O)(=O)NC(=O)c2cc(C)n(C3CC3)c2C)cc1
    1495	2061
- COc1ccc(-n2c(C)cc(C3=NNC(=NC4CC4)SC3)c2C)cc1
    1613	2137
- Cc1ccc(NC(=S)NNC(=O)c2ccccc2O)c(C)c1
    1751	1924
- Cc1ccc(S(=O)(=O)NCC(=O)OCc2ccccc2)cc1
    1481	1542
- CC(C)N(Cc1cn(C)nc1-c1cccc(Cl)c1)CC1CCC(=O)N1 (centres undefined)
    1540	1485

# Later entries.
# Each structure is followed by: SRC3 TRFRET art	SRC1 TRFRET art
- CN(C)S(=O)(=O)c1cccc(NC(=O)c2cc(-c3cccs3)nn2-c2cccc(Cl)c2)c1
    2416*	2166
- Cc1ccc(C(C(=O)NC2CCCCC2)N(Cc2cccnc2)C(=O)C2COc3ccccc3O2)o1 (centres undefined)
    1394	1782
- S=c1[nH]nc(Cc2ccc(Br)cc2)n1/N=C/c1ccc(Cl)cc1
    1589	1999
- Cc1ccc(S(=O)(=O)N2CCC(=O)N(C(COCc3ccc(Cl)cc3Cl)Cc3ccccc3)CC2)cc1 (centres undefined)
    1775	2017
- O=C(Cn1nnc2ccccc21)OCc1ccccc1
    1387	1762
- Cc1cc(NC(=O)CSc2nnc(-c3ccncc3)n2-c2ccc(F)cc2)no1
    1636	1662
- CCOc1ccc(S(=O)(=O)/N=C(/c2ccccc2)N(C)C)cc1
    1430	1712
- O=C(/C=C/c1cccc2ccccc12)c1ccncc1
    1482	1681
- O=C(Nc1ccccc1)C1=C[C@H](C2CC2)C[C@H](OCCCCO)O1
    1439	1419
- CCOc1ccc(S(=O)(=O)Nc2ccccc2C(=O)N/N=C/c2c(OC)ccc3ccccc23)cc1
    1448	1723
- CSc1nn2c(C)c(C)c(C)nc2c1C#N
    1757	1809
- COc1ccc(-c2cc3ncc(C(C)=O)c(C)n3n2)cc1
    1770	1748
- Cc1ccccc1/C(N)=N/OC(=O)c1cccs1
    1546	1826
- Cc1nc([N+](=O)[O-])cn1CC(=O)NCCCO
    1550	1689
- COC(=O)Cc1c(O)ccn(C2CC2)c1=O
    1747	1935
- CC(C)(C)CN1CCNC(=O)C1CC(=O)NCCN1CCCc2ccccc21 (centres undefined)
    1508	1649
- CCOC(=O)c1c(NC(=O)c2nn(C)cc2[N+](=O)[O-])sc(C)c1C
    1694	1839
- CCn1cc(/C=C/C(=O)Nc2ccn(Cc3c(F)c(F)cc(F)c3F)n2)cn1
    1555	1990
- Cn1c(=O)cc(NCc2ccccc2)[nH]c1=O
    1647	1962
- COc1ccccc1OCCC(=O)OCC(=O)NCc1ccccc1
    1753	1902
- COCCN1Cc2cccc(C(=O)NCc3ccc4c(c3)OCO4)c2C1=O
    1558	1587
- COCCNC(=O)[C@H]1C[C@@H]1[C@H](NP(=O)(c1ccccc1)c1ccccc1)c1ccccc1
    1461	1693
- O=C(O)/C=C/C(=O)NCc1ccccn1
    1586	1654
- CC(=O)c1c(C)[nH]c(C(=O)OCC(=O)N2c3ccccc3NC(=O)C2(C)C)c1C
    1598	1881
- CCOC(=O)NC(=O)/C(C=Nc1ccc(Cl)cc1)=C(\C)O
    1606	1669
- CCN(CC)S(=O)(=O)c1ccc(OC)c(NC(=O)c2cc(=O)[nH]c3ccccc23)c1
    1631	1982
- CCOC(=O)NC(=O)c1cn(N(C)c2ncc(C(F)(F)F)cc2Cl)c(=O)[nH]c1=O
    1657	1739
- Cc1noc(/C=C/c2cccs2)c1S(=O)(=O)N1CCC(C(=O)NCCCN2CCC(C)CC2)CC1
    1445	1616
- Nc1c(S(=O)(=O)c2ccccc2)c2nc3ccccc3nc2n1CCN1CCOCC1
    1640	2130
- COc1cc2cc(C)c3nnc(SCC(=O)Nc4cc(C)on4)n3c2cc1OC
    1403	1662
- COc1cccc(C(=O)CC(C(=O)O)c2ccc(F)cc2)c1 (centres undefined)
    1495	1755
- CN(C)/C=C/c1oc2ccc(O)cc2c1[N+](=O)[O-]
    1948	2270
- O=C(COC(=O)Cc1ccccc1F)Nc1cc(S(=O)(=O)N2CCOCC2)ccc1N1CCCC1
    1593	1876
- Cc1nc(-c2cccc(NC(=O)Cc3ccccc3)c2)cs1
    1559	1985
